JMJD2E inh = inhibitors of human JMJD2E histone demethylase; JMJD2E catalytic domain, FDH-coupled NADH fluorescence (FDH is formaldehyde dehydrogenase); Potency, µM (top dose mostly 57.1 µM), inactives show top-dose activity change, negative = inhibition, actives largely listed as inhibitors; 1.6% of 230,000 active; AID 2147; active means well fitted inhibition curve with a large enough effect, not every such curve was filed as active; inconclusive means small, poorly fitted or top-dose-only effect, or another doubt; inactive means no such curve, though single readings can be large or run the other way;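 further: 0% = wells with enzyme and -100% = buffer wells without enzyme; nearly all actives have a fitted effect of over 50% in size; many of its hits are not listed in these tables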
Target sequence (B2RXH2 1-337 limits assumed): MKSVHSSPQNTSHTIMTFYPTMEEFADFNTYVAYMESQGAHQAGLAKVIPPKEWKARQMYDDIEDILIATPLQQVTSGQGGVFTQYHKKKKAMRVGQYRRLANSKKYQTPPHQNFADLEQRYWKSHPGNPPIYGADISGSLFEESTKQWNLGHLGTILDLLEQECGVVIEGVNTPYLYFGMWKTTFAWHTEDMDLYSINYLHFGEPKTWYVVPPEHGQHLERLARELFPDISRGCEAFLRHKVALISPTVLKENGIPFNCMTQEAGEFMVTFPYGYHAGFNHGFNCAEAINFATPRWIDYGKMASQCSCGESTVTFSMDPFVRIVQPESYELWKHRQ
Tau ThT inhib = blocks human tau fibril formation measured by thioflavin T | 2.1% of 270,000 active | Potency, µM (highest dose often 57.4 µM), inactives show at the top dose activity, negative = inhibition, hits mostly inhibitors | P10636 | recombinant tau K18 P301L, heparin-induced fibrillization, ThT fluorescence; further: nearly all actives have a fitted effect of over 55% in size
Target sequence (P10636 561-689 P618L limits assumed): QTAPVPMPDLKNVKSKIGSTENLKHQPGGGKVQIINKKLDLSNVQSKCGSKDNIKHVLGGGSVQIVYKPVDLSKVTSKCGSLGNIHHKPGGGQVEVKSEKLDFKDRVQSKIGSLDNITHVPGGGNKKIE
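Fibril formation assay: tau K18 P301L at 15 uM with trace Alexa 594 label, heparin inducer 20 uM, pH 7 sodium acetate buffer, 37 C for 6 hr; endpoint ThT signal.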
RECQ1 helicase = blocks DNA unwinding by human RECQ1 | 0.54% of 240,000 active | P46063 | Potency, µM (doses to about 57.3 µM), for the others: top-dose activity, negative = inhibition, hits mostly inhibitors | RECQ1 DNA unwinding, red fluorescence kinetic read;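 further: plate controls were vehicle for no effect and no enzyme for full effect; nearly all actives have a fitted effect of over 30% in size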
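50 nM RECQ1T1 preincubated 15 min with compound in Tris pH 8.0 buffer with MgCl2, DTT, Tween-20 and 2.5 ug/ml poly(dI-dC); started with 200 nM TAMRA/BHQ-2 forked duplex and 2 mM ATP. Unwinding read as fluorescence (525/598 nm), two reads 2 h apart.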
TexasRed fluor = Texas Red fluorescence interference in TRb-SRC2 counter-screen | AID 1479 | 0.29% of 280,000 active | TRb/SRC2 Texas Red total fluorescence interference | Potency, µM (titrated, usually from 106 µM), for the others: top-dose fluorescence change, negative = quenching; active means well fitted curve in either direction with a large enough effect; inconclusive means small, poorly fitted or top-dose-only effect
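Flags fluorescent or light-absorbing compounds by total fluorescence, S + 2P, at 555 nm excitation and 632 nm emission. Mixture: 20 nM Texas Red SRC2 peptide, 0.6 uM human TRb LBD, 1 uM T3, 5% DMSO; compound exposure 5 h at ambient temperature.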
TRb SRC2 PPI = inhibitors of human thyroid hormone receptor beta-SRC2 interaction | P10828 | TRbeta-SRC2 peptide binding, fluorescence polarization; receptor liganded with 1 µM T3 | Potency, µM (series often up to 106 µM), without a hit: at the highest dose activity change, negative = inhibition, actives largely listed as inhibitors | 0.065% of 280,000 active | AID 1469;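 further: plate controls were bound peptide for no effect and peptide without receptor for full effect; nearly all actives have a fitted effect of over 50% in size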
Target sequence (P10828 whole entry, looked up): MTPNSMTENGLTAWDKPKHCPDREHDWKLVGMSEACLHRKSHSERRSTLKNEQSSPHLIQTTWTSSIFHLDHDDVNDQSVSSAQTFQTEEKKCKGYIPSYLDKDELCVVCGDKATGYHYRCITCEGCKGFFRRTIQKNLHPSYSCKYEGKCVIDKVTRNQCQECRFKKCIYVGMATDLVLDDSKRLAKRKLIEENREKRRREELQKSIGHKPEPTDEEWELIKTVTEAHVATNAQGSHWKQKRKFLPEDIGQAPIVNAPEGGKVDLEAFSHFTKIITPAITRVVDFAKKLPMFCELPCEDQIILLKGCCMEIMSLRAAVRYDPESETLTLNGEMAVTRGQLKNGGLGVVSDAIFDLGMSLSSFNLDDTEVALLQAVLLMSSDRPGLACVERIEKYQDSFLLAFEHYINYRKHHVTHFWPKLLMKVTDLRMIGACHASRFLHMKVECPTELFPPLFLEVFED
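Human TRb ligand-binding domain (0.6 uM) is mixed with 20 nM Texas Red SRC2 peptide and 1 uM T3; after compound addition and 5 hr at ambient temperature, polarization is measured and normalized to unbound and bound controls.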
RGS12 GoLoco inh = blocks human Gai1 binding to RGS12 GoLoco peptide, red readout. Gai1:RGS12 GoLoco peptide FP, rhodamine, 10 min. Potency, µM (titrated, usually from 61.6 µM), for inactives: at the highest dose activity, negative = inhibition, usual class: inhibitors. 0.44% of 230,000 active. AID 880; active means well fitted inhibition curve with a large enough effect, not every such curve was filed as active; inactive means no such curve, though single readings can be large or run the other way; further: nearly all actives have a fitted effect of over 30% in size; many of its hits are not listed in these tables
Tau FP inhib = tau fibrillization inhibition (FP); P10636; K18 P301L tau heparin fibrillization, Alexa594 FP, 6 h; Potency, µM (top dose mostly 57.7 µM), for inactives: at the top dose activity, negative = inhibition, most hits filed as inhibitors; 0.39% of 280,000 active; AID 1468; further: nearly all actives have a fitted effect of over 55% in size
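Compound effects on tau fibrillization are measured by Alexa 594 fluorescence polarization (ex 555, em 632 nm). K18 P301L tau is used at 15 uM with 0.24 uM labeled tracer, and 20 uM heparin induces aggregation over 6 hr at 37 C.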
L3MBTL1 block = L3MBTL1 (human) inhibition; Q9Y468; AlphaScreen L3MBTL1–H3K9me1 peptide binding; Potency, µM (highest dose often 57.1 µM), for inactives: at the top dose activity, negative = inhibition, actives largely listed as inhibitors; 0.66% of 230,000 active; further: nearly all actives have a fitted effect of over 60% in size
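AlphaScreen assay: L3MBTL1 (50 nM final) was preincubated 30 min at room temperature with biotinylated H3(1-15)K9me1 peptide (75 nM final), then 30 min with library compounds; streptavidin donor and nickel chelate acceptor beads (10 ug/mL final) added, 30 min dark.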
* marks the source's active call; other numbers are inactive results; i = inactive; u = inconclusive; x = not tested or not shown; & = joins results of further samples; [ ] = remark or other dose. Unless noted, the call rests on the fitted dose curve; in most records, active means well fitted curve in the direction sought with a large enough effect; inconclusive means small, poorly fitted or top-dose-only effect, or another doubt; inactive means no such curve, though single readings can be large; an effect the other way counts as inactive or inconclusive. Unless noted, on the % scale 0 is the no-effect control and ±100 the full control effect; potency means the concentration at half of the fitted maximal effect. These rows are one share of the data; rates above refer to the full screens.

The line under a structure holds: JMJD2E inh	Tau ThT inhib	RECQ1 helicase	TexasRed fluor	TRb SRC2 PPI	RGS12 GoLoco inh	Tau FP inhib	L3MBTL1 block
- Cn1ncc2c(N3CCC(Cc4ccccc4)CC3)ncnc21
→ -3%	-10%	i	-4%	-7%	1%	14%	-3%
- CCCn1c(C)nc2c(NCC3CCCN3CC)nc(C)nc21 (stereo not given)
→ 11%	-2%	-2%	-2%	6%	8%	-4%	x
- COC(=O)c1cc(C(=O)Nc2nnc(C3CC3)s2)cc([N+](=O)[O-])c1
→ 3%	7%	1%	0%	1%	-1%	-2%	-2%
- Cc1ccc(NC(=O)c2sc(N)nc2-c2ccc([N+](=O)[O-])cc2)c(C)c1
→ -8%	-1%	-8%	0%	-10%	3%	2%	-3%
- CC1Oc2ccccc2N(Cc2ccccc2F)C1=O (stereo not given)
→ 5%	9%	i	1%	-6%	6%	3%	9%
- Cc1nc(CC(=O)NNS(=O)(=O)c2ccc(F)c(Cl)c2)cs1
→ 5%	3%	-2%	0%	-3%	-13%	4%	2%
- NC(=O)CC(NC(=O)Cc1cccc2ccccc12)c1ccc(NCc2ccccn2)c([N+](=O)[O-])c1 (stereo not given)
→ -11%	u	i	0%	8%	1%	-5%	x
- Cc1cccc(-c2nc(SCC(=O)Nc3cccc(C(F)(F)F)c3)n3[nH]c(=O)cc3n2)c1
→ x	-15%	x	-3%	4%	x	3%	x
- COc1ccc(NC(=O)Nc2ccc(OCC(=O)N3CCOCC3)cc2)cc1OC
→ -1%	u	-2%	-1%	8%	x	3%	-1%
- Cc1ccc2[nH]c(=O)c(CN(CC3COCCO3)C(=O)Nc3ccccc3C)cc2c1 (stereo not given)
→ u	-7%	-3%	-2%	-2%	12%	6%	-5%

Carrying on:
The line under a structure holds: JMJD2E inh	Tau ThT inhib	RECQ1 helicase	TexasRed fluor	TRb SRC2 PPI	RGS12 GoLoco inh	Tau FP inhib	L3MBTL1 block
- COc1cc(O)oc1C=Nc1ccc(C(=O)O)cc1
→ u	-7%	-3%	-5%	0%	4%	-1%	-3%
- CC(=O)c1sc(NC(=O)CCCOc2ccc(Cl)cc2)nc1C
→ 5%	u	-11%	-4%	1%	9%	-5%	6%
- Cc1ccc(NC(=S)NC(=O)/C=C/c2ccc(Cl)cc2)cc1
→ -3%	-9%	-1%	2%	-18%	5%	-10%	-4%
- COc1ccc(C(=O)OCC(=O)Nc2nc3c(F)c(F)c(F)cc3s2)cc1OC
→ -2%	9%	-1%	1%	0%	19%	-4%	26%
- CCN(C(=O)CCn1cnc2onc(-c3ccc(F)cc3)c2c1=O)c1ccc(OC)cc1
→ x	-17%	x	3%	-9%	x	8%	x
- COc1ccc(Oc2ccccc2/C=C/C(=O)O)cc1
→ 1%	-5%	-3%	0%	-15%	3%	0%	-1%
- CCCCn1c(N)c(N2CCOCC2)c(=O)n(CC(=O)NCCc2ccccc2)c1=O
→ 1%	-5%	i	0%	3%	4%	-2%	x
- O=C(c1ccc(CNc2c(N3CCCC3)c(=O)c2=O)cc1)N1CCc2ccccc2C1
→ -1%	-3%	-4%	-1%	-13%	2%	8%	6%
- CC(C)COP(=O)(OCC(C)C)C(Nc1ccccc1)c1ccc(F)cc1 (stereo not given)
→ -12%	-16%	0%	-3%	7%	8%	6%	2%
- CCCN(CCc1ccccc1)C1CCc2c(O)cccc2C1 (stereo not given)
→ 1%	-4%&-11%	i	-6%&-1%	-3%&-2%	-2%&6%	-5%&-17%	x

Continuation:
The line under a structure holds: JMJD2E inh	Tau ThT inhib	RECQ1 helicase	TexasRed fluor	TRb SRC2 PPI	RGS12 GoLoco inh	Tau FP inhib	L3MBTL1 block
- COc1ccccc1OCc1ccc(C(=O)N2CCN(C)CC2)o1
→ -2%	2%	1%	-3%	-2%	7%	9%	-1%
- COc1ccc(CN2CCCC(C(=O)c3ccc(SC)cc3)C2)cc1Cn1cccn1 (stereo not given)
→ 5%	-15%	-1%	-4%	1%	9%	-11%	-23%
- CC(=O)Nc1c(C(=O)N2CCCCCC2)cnn1-c1ccccc1
→ -1%	-6%	-5%	-3%	1%	3%	0%	x
- CC(=O)Nc1ccc(CN2CCCC(CCC(=O)NCc3ccccc3F)C2)cc1 (stereo not given)
→ 6%	-3%	-4%	0%	5%	-6%	-10%	4%
- COC(=O)[C@@H](NC(=O)NCc1cccs1)C(C)C
→ -5%	-2%	-3%	2%	11%	-9%	-3%	3%
- COc1ccc(F)cc1S(=O)(=O)N1CCCN(S(=O)(=O)c2cc(F)ccc2OC)CC1
→ 0%	2%	-8%	0%	-3%	6%	0%	x
- CCS(=O)(=O)CCSc1nc2c(cc1C#N)CCCC2
→ 2%	8%	0%	2%	14%	7%	-3%	28%[11.4 µM]
- Cc1ccccc1-c1nc(CS(=O)(=O)CC(=O)N2CCc3ccccc3C2)c(C)o1
→ -9%	u	-1%	0%	10%	11%	5%	-12%
- O=C(c1ccc2c(=O)n(C3CCCC3)c(=S)[nH]c2c1)N1CCN(C2CCCCC2)CC1
→ 2%	-4%	-14%	-3%	7%	-7%	-5%	2%
- C[C@H]1CC[C@@H]2[C@@H](C)[C@H]3[C@H](C[C@H]4[C@@H]5CC=C6C[C@@H](O[C@]7(O[C@H]8O[C@@H](C)[C@@H](O)[C@@H](O)[C@@H]8O)C[C@@H](O[C@@H]8O[C@H](CO)[C@@H](O)[C@H](O)[C@@H]8O)[C@@H](O)[C@H](CO)O7)CC[C@]6(C)[C@H]5CC[C@@]34C)N2C1
→ -4%[25.5 µM]	x	-2%[25.9 µM]	0%[53 µM]	-11%[53 µM]	15%[21.6 µM]	x	x

(more compounds)
The line under a structure holds: JMJD2E inh	Tau ThT inhib	RECQ1 helicase	TexasRed fluor	TRb SRC2 PPI	RGS12 GoLoco inh	Tau FP inhib	L3MBTL1 block
- CN(C)CCNC(=O)COc1cccc(Cl)c1
→ 0%	-12%	-3%	-2%	5%	x	-7%	4%
- Cc1ccc(NC(=O)Cn2nc([N+](=O)[O-])c(Br)c2C)cc1C
→ 2%	0%	-13%	0%	-13%	7%	3%	1%
- O=[N+]([O-])c1cccc(-c2nc(-c3ccncc3)no2)c1
→ -6%	u	0%	-5%	-21%	-6%	-13%	-2%
- COCCNC(=O)CSc1nc2sc(C)c(C)c2c(=O)n1-c1ccccc1
→ 8%	-9%	-5%	-1%	-2%	1%	-2%	8%
- O=C(CSc1ccc(-c2ccccn2)nn1)NCc1ccc(Cl)cc1
→ -3%	-7%	-17%	1%	-3%	2%	-4%	x
- CCOc1ccc(/C=C(\C#N)c2nc3ccccc3c(=O)[nH]2)cc1OC
→ x	u	x	1%	0%	x	-5%	x
- CC1Cn2c(nnc2-c2ccccc2O)S1 (stereo not given)
→ -13%	-1%	-11%	-1%	9%	3%	-3%	-1%
- COc1n[nH]c(C(=O)Nc2cc(F)ccc2C)c1[N+](=O)[O-]
→ 6%	-7%	-4%	-1%	4%	7%	1%	-10%
- CCOC(=O)c1cccnc1SC(CC)C(=O)NCc1ccco1 (stereo not given)
→ 2%	-16%	-1%	-1%	0%	3%	-4%	x
- Cc1cccc(CN2CCN(Cc3cccc4nonc34)CC2CCO)n1 (stereo not given)
→ 11%	-6%	-14%	-1%[53 µM]	-5%[53 µM]	11%	-12%	-2%

(cont.)
The line under a structure holds: JMJD2E inh	Tau ThT inhib	RECQ1 helicase	TexasRed fluor	TRb SRC2 PPI	RGS12 GoLoco inh	Tau FP inhib	L3MBTL1 block
- CCOC(=O)c1cc(-c2ccccc2)n(CC(=O)NCc2ccc(C)cc2)c1C
→ x	1%	x	-5%	4%	x	-1%	x
- CCOc1ccccc1NC=C1C(=O)OC2(CCCCC2)OC1=O
→ 4%	-3%	-4%	-1%	7%	1%	4%	x
- CN1C(=O)c2ccccc2Sc2ccc(NC(=O)NCc3ccccc3Br)cc21
→ x	-2%	x	-1%	-4%	x	-4%	x
- O=C(CSC1=NCCN1)NC1CCCCCC1
→ -1%	u	-1%	1%	-20%	-3%	-3%	x
- CC1CCCN(CCCOc2ccccc2-c2ccccc2)C1 (stereo not given)
→ u	-8%	i	0%	0%	4%	-3%	-2%[11.4 µM]
- FC(F)(F)c1cccc(NC(=S)NC(c2ccccc2)c2ccccc2)c1
→ 1%	-5%	-12%	0%	4%	8%	-18%	8%
- COc1ccccc1C(=O)NC(=O)CSc1cccc[n+]1[O-]
→ -13%	-7%	-9%	3%	-1%	-10%	-12%	8%
- COc1ccc(C(=O)n2nc(C)cc2Nc2ccccc2)cc1
→ -1%	u	-20%	1%	3%	13%	u	x
- COc1cc(/C=N/N2CCN(C3c4ccccc4-c4ccccc43)CC2)ccc1O
→ 1%	-8%	-3%	1%	-5%	-10%	u	-1%
- Cn1c(=O)c2c(SCC(=O)N3CCc4ccccc43)nc(-c3ccc(Cl)cc3)nc2n(C)c1=O
→ x	1%	x	1%	1%	x	0%	x

Going on with the list:
The line under a structure holds: JMJD2E inh	Tau ThT inhib	RECQ1 helicase	TexasRed fluor	TRb SRC2 PPI	RGS12 GoLoco inh	Tau FP inhib	L3MBTL1 block
- Cc1ccccc1NS(=O)(=O)c1cc(C(=O)NCCSC2CCCCC2)ccc1C
→ u	-3%	-7%	-3%	3%	9%	-8%	-3%
- O=C(c1ccccc1F)N1c2nc(-c3ccco3)nn2C2(CCCCC2)[C@@H]2CCCC[C@@H]21
→ x	-6%	x	u	-6%	x	-2%	x
- COCCN1CCN(Cc2cn(C)nc2-c2ccc(Oc3ccccc3)cc2)CC1
→ 4%	-4%	4%	1%	1%	-9%	9%	0%
- COC(=O)c1c(-c2cccs2)csc1NC(=O)c1cc(OC)c(OC)c(OC)c1
→ x	11µM*	x	-15%	2%	x	u	x
- COc1ccc(-c2cc(C(F)F)n3ncc(C(=O)N4CCc5ccccc54)c3n2)cc1
→ -19%	-10%	-11%	-4%	2%	7%	-5%[2.34 µM]	-14%
- O=C(NCC1CCCO1)c1ccc(Cl)c(F)c1F (stereo not given)
→ 9%	2%	i	2%	0%	1%	3%	x
- Cc1cc(NC(=O)CSc2nnc(-c3ccncc3)n2-c2ccccc2)no1
→ -7%	-9%	-21%	0%	-2%	6%	-3%	x
- Cc1nc(SC2CC(=O)N(c3ccc([N+](=O)[O-])cc3)C2=O)nc2c1CCCC2 (stereo not given)
→ 7%	u	-4%	-10%	-4%	14%	7%	0%

Source: PubChem BioAssay
